# Assay outcomes deposited in PubChem BioAssay by several laboratories.
# HePTP inhibitor – inhibitors of human HePTP phosphatase, primary screen, biochemical, absorbance, leukemia target; Tyrosine-protein phosphatase non-receptor type 7 (Homo sapiens), P35236; recombinant HePTP phosphatase activity, OD absorbance; inhibition, % at 20 µM; actives 0.64% (n = 110,000); AID 521, 2006; in the data active = inhibition above about 50%;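 note: plate controls were vehicle for no effect and reference inhibitor for full effect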
# Target sequence (P35236 whole entry, looked up): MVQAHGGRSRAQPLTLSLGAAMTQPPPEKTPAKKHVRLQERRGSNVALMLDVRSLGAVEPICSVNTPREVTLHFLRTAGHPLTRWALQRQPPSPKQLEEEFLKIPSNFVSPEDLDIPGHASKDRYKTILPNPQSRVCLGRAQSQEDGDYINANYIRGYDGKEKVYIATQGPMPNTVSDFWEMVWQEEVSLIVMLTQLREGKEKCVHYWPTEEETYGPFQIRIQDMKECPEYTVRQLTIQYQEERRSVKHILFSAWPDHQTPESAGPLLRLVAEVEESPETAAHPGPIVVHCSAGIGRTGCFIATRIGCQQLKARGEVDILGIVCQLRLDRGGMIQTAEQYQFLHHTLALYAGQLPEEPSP
# BAP1 block – inhibitors of BAP1 deubiquitinase, primary screen, biochemical, Ub-AMC fluorescence, kinetic. activity remaining (% of control), % at 20 µM. Ubiquitin carboxyl-terminal hydrolase BAP1 (Homo sapiens), Q92560. actives 0.48% (n = 72,000). recombinant BAP1, Ub-AMC hydrolysis fluorescence kinetic; stronger effect = lower value;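 active = activity remaining at or below 50% of control, provided the compound also passes the data quality filters; inactive = the rest, including low values that fail the filters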;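 note: 100% = DMSO wells rate and 0% = substrate alone blank rate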
# Target sequence (Q92560 whole entry, looked up): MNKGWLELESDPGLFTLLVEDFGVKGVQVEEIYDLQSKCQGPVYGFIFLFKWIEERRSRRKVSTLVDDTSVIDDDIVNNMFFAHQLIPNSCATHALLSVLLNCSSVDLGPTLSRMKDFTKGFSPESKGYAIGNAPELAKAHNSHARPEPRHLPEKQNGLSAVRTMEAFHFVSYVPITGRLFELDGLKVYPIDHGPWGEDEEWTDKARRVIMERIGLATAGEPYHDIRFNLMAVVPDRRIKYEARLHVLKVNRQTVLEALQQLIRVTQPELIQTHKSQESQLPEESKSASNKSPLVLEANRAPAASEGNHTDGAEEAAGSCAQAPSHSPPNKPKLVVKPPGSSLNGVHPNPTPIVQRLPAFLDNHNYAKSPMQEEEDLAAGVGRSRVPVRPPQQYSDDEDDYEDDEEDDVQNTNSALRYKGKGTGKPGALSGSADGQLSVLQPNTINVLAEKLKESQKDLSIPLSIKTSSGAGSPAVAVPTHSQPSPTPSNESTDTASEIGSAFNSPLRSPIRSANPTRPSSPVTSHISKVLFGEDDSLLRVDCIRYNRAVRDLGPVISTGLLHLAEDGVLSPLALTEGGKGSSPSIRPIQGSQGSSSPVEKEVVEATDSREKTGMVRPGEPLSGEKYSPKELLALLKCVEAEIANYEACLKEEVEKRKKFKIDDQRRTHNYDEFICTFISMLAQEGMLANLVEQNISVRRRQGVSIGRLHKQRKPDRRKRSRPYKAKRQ
# The depositor's hits bear a star; nt = not tested or not shown; & = joins results of further samples.
Compound	HePTP inhibitor	BAP1 block
Cc1sc2nc(SCC(=O)c3cc(C)n(CC4CCCO4)c3C)n(C(C)C)c(=O)c2c1C (stereo not given)	3	59
CC1=C(C(=O)OC2CCCC(C)C2)C(c2cccc(F)c2)NC(=O)N1 (stereo not given)	nt	80
CCOC(=O)c1ccccc1NC(=O)c1ccncc1	6	nt
COc1ccc(N2C(=O)CCC(C(=O)N3CCC(C(N)=O)CC3)C2c2ccc(F)cc2)cc1 (stereo not given)	3	nt
COc1ccc(C(=O)OCC(=O)c2ccc(Br)cc2)cc1OC	3	104
Cc1c(C(=O)NCc2cccnc2)sc2nc(-c3ccccc3)cn12	4	82
COC(=O)c1c(N)sc(C)c1-c1ccc(OC)cc1	-1	nt
COc1ccc(/C=C2\NC(=O)c3ccccc3C2=O)cc1	15	nt
O=C(CN(c1ccc(F)cc1)S(=O)(=O)c1ccccc1)Nc1ccccc1	5	nt
O=C(Cc1ccccc1)NC(NC(=O)Cc1ccccc1)c1ccc(Br)cc1	2	nt
CC(C)C1=NN2C(=N)/C(=C/c3ccc(Sc4ccc(Cl)cc4)o3)C(=O)N=C2S1	6	nt
COc1ccc(N(CC(O)CN2CCCCC2)S(=O)(=O)c2ccc(C)cc2)cc1 (stereo not given)	-14	97
CC(C)(C)n1ncc2c(=O)n(CC(=O)N3CCc4ccccc43)cnc21	-9	87
Cc1c(NS(C)(=O)=O)c(=O)n(-c2ccccc2)n1C	3	93
CCOC(=O)Cc1csc(NC(=O)c2ccc3c(c2)OCO3)n1	10	191
Cc1[nH]c2ccc(-c3nnc(SCC(=O)N4CCCc5ccccc54)o3)cc2c1C	1	72
Cc1ccc(CNC(=O)c2ccc([N+](=O)[O-])cc2)cc1	10	nt
COc1nc(-c2ccc(C)cc2)ccc1-c1noc(-c2ccco2)n1	-4	241
CCOC(=O)c1[nH]nc(C(=O)c2ccc(Br)cc2)c1O	9	100
Cc1ccc([N+](=O)[O-])cc1N1C(=O)C2C(C1=O)C1C=CC2C12CC2 (stereo not given)	-2	nt
O=C(O)c1nn2c(c1Br)NC(c1ccccc1)CC2C(F)(F)F (stereo not given)	6	92
CC(C)c1ccccc1NS(=O)(=O)c1cccc([N+](=O)[O-])c1	-8	nt
O=C(Nc1cc(Cl)cc(Cl)c1)c1ccc(-c2ccc([N+](=O)[O-])cc2)o1	-3	nt
CCSC1=C(C#N)C(c2ccc(Cl)cc2)C2=C(CCCC2=O)N1 (stereo not given)	2	105
O=C(NC(=S)NC1CCSC1=O)c1ccco1 (stereo not given)	103*	nt
Cc1ccc(S(=O)(=O)N2CCC(C(=O)N3CCC(C(=O)NCc4cccnc4)CC3)CC2)cc1	8	111
Cc1ccc2nc(-c3ccccc3)cc(C(=O)Nc3cccc([N+](=O)[O-])c3)c2c1	nt	72
COc1cccc(CN2CCN(C(=O)c3ccccc3OC)CC2)c1	-2	nt
COc1cccc(NC(=O)C2CCCN2C(=O)OCc2ccccc2)c1 (stereo not given)	nt	95
CCCc1nc(Nc2nc3ccccc3o2)nc(C)c1C(=O)OCC	11	63
CN1CCN(C(=O)/C(=C\c2cccs2)NC(=O)c2ccccc2)CC1	-2	nt
N/C(Cc1ccc([N+](=O)[O-])cc1)=N\OC(=O)c1ccc2ccccc2c1	-1	nt
Cc1cccc(N2CN=c3s/c(=C\c4ccncc4)c(=O)n3C2)c1	10	138
COc1ccccc1NC(=O)CC1Nc2ccccc2NC1=O (stereo not given)	-4	72
CC1Oc2ccccc2N(CC(=O)Nc2ccc3c(c2)OCO3)C1=O (stereo not given)	4	94
CCOC(=O)CSCc1c(C#N)c2ccccc2n1C	3	113
CCC12c3ccccc3C(c3ccccc31)C1C(=O)N(c3ccc(C)c(Cl)c3)C(=O)C12 (stereo not given)	-3	nt
O=C(Nc1ccc(Cl)c(Cl)c1)c1cc([N+](=O)[O-])ccc1N1CCCCC1	0	nt
O=C1C2C(c3ccccc3)C=CC(c3ccccc3)C2C(=O)N1c1cccnc1 (stereo not given)	4	nt
CCn1c(COc2cccc(OC)c2)nnc1SCC(=O)Nc1cc(OC)ccc1OC	10	96
CCOc1cc([N+](=O)[O-])cc(C=Nc2cccc(-c3nc4cc(C)ccc4o3)c2)c1O	nt	126
Cc1cccc(C(C)(C)C)c1OCCn1ccnc1	1	129
Cc1ccc(C2C(C(=O)c3sc(C)nc3C)=C(O)C(=O)N2CCN2CCOCC2)o1 (stereo not given)	5	104
O=C1C=CC(=O)N1c1ccc(Oc2ccc(S(=O)(=O)c3ccc(Oc4ccc(N5C(=O)C=CC5=O)cc4)cc3)cc2)cc1	4	nt
CCN(CC)S(=O)(=O)c1ccc2c(c1)nc(SCC(=O)NC1CC1)n2-c1ccccc1OC	11	100
CCOC(=O)c1c(NC(=O)c2ccccc2OC)sc(C(=O)Nc2ccccc2F)c1C	-2	nt
Cc1ccc(Cl)cc1NC(=O)C(=O)NCCc1ccccc1	1	nt
COCCSc1ccccc1C(=O)NCc1ccco1	9	89
Cc1cc(N2CCOCC2)c2c(c1)c1ccccc1n2C	-5	nt
CCOc1ccc(N(CC(=O)Nc2ccccc2)S(C)(=O)=O)cc1	-10	98

# Carrying on:
Compound	HePTP inhibitor	BAP1 block
CCOc1ccc(N(CC(=O)NC2CCCCC2)S(=O)(=O)c2ccc(Cl)cc2)cc1	3	nt
COc1ccc(CN2CCN(S(C)(=O)=O)CC2)cc1Br	-1	nt
CCOC(=O)c1ccc(NC(=O)CCc2nc(-c3cccc(C)c3)no2)cc1	-4	93
COc1ccc(-c2cn3c(C)c(C(=O)Nc4cccc(NC(C)=O)c4)sc3n2)cc1	9	nt
CC(CN)(NS(=O)(=O)c1ccccc1)c1ccccc1 (stereo not given)	6	nt
O=C(c1ccc(COc2ccc(F)cc2)o1)n1cccn1	6	97
CCCCSc1nc(O)c(C2OC(=O)c3c2ccc(OC)c3OC)c(=O)n1C (stereo not given)	8	114
Oc1ccc(C2Nc3cccc4cccc(c34)N2)cc1O	nt	225
CC(C)(C)n1nc2c(c1NC(=O)Cc1cccc3ccccc13)CS(=O)C2 (stereo not given)	9	98
Cc1ccccc1OCC(=O)Nc1ccc(I)cc1	2	nt
O=c1oc2cc(OCc3ccc(Br)cc3)ccc2c2ccccc12	6	nt
N#Cc1ccsc1NC(=O)COc1ccc(-c2nnco2)cc1	8	83
Cc1c(C#N)sc2nc(-c3ccccc3)nc(N3CCCC3)c12	2	nt
COc1ccc(NC(=O)c2sc3cc(C)ccc3c2Cl)c(OC)c1	3	nt
CCCOc1ccc(N2C(=O)CC(N(CCc3ccccc3)C(=S)Nc3ccccc3)C2=O)cc1 (stereo not given)	-16	nt
O=S(=O)(c1cccc2nsnc12)N1CCN(C/C=C/c2ccccc2)CC1	11	147
CCOc1ccccc1NC(=O)c1cc(Cl)ccc1Cl	-9	nt
Cc1ccc(C(=O)Nc2cccc3ccccc23)o1	8	nt
CCc1ccc(-c2nc(CN3CCC(C(=O)NCCN(CC)c4ccccc4)CC3)c(C)o2)cc1	9	131
COc1ccc(C)cc1NC(=O)C1CCCN(S(=O)(=O)c2cnc[nH]2)C1 (stereo not given)	5	98
CC(C)n1c(SCC(=O)c2ccc3c(c2)OCCO3)nc2c1c(=O)n(C)c(=O)n2C	3	79
O=C(O)c1cc(S(=O)(=O)NCc2ccco2)c(Cl)cc1Cl	11	92
O=Cc1ccc(Oc2ncnc3ccccc23)cc1	12	nt
OCCN1CCN(CC#CCC(c2ccccc2)c2ccccc2)CC1	nt	117
COc1ccccc1NC(=O)c1ccc(S(=O)(=O)N2CCOCC2)cc1	6	98

# By substructure: those above with a tert-butyl group
Compound	HePTP inhibitor	BAP1 block
CC(C)(C)n1ncc2c(=O)n(CC(=O)N3CCc4ccccc43)cnc21	-9	87
Cc1cccc(C(C)(C)C)c1OCCn1ccnc1	1	129
CC(C)(C)n1nc2c(c1NC(=O)Cc1cccc3ccccc13)CS(=O)C2 (stereo not given)	9	98

# Going on with the list:
Compound	HePTP inhibitor	BAP1 block
O=C(Nc1cccnc1)c1cc(-c2ccccc2Cl)nc2ccccc12	7	nt
Cc1cc(OCC(O)CNC(C)C)ccc1C(C)C (stereo not given)	6	nt
COc1cc(/C=N/N2C(=O)CSC2=S)cc(Cl)c1OCCOc1ccc(Br)cc1	15	nt
COc1cc(OC)c(C=Nc2cccc(C(N)=O)c2)cc1Br	13	nt
Cc1cccc(NS(=O)(=O)c2ccc([N+](=O)[O-])cc2)n1	6	nt
COc1cc(OC)cc(-c2nnc(SCC(=O)Nc3cc(C)on3)o2)c1	9	96
CN1CCN(c2ccccc2NC(=O)c2ccc(OCc3ccccc3)cc2)CC1	8	75
CC(=O)c1ccc(-n2nnnc2SCC(=O)N2CCc3ccccc3C2)cc1	-1	61
O=C(c1cccnc1NCc1ccc(F)cc1)N1CCOCC1	4	88
Cc1ccccc1NS(=O)(=O)c1ccc2c(c1)C(=O)c1cc(S(=O)(=O)Nc3ccccc3C)ccc1-2	3	nt
C=CCn1c(=O)c(C(=O)NCCc2ccccc2)c(O)c2ccccc21	7	60
CCOC(=O)C1=C(N)OC2=C(C(=O)CCC2)C1c1cccnc1 (stereo not given)	6	nt
CCCN(c1ccc(C(C)C)cc1)S(=O)(=O)c1c(C)noc1C	11	56
CCCC(=N)C1=C(O)CC(C)(C)CC1=O	4	nt
Cc1cc(C)c2oc(-c3cccc(NC(=O)c4ccccc4F)c3)nc2c1	nt	64
Cc1noc(C)c1CSc1cc(C)c2ccccc2n1	2	76
CCOC(=O)c1c(NC(=O)Cc2ccccc2)sc2c1CCCCC2	-21	nt
CCOC(=O)c1nnn(-c2nonc2N)c1-c1ccccc1	3&-13	89
Clc1ccc(CC(Cc2nc3ccccc3[nH]2)c2nc3ccccc3[nH]2)cc1 (stereo not given)	-2	nt
O=C(CCCc1nc(-c2ccccc2)no1)Nc1cccnc1	5	98
COc1ccc(OC)c(NS(=O)(=O)c2ccc3c(c2)CCC(=O)N3)c1	4	106
CC(=O)Nc1ccc(/C=C2\SC(=S)N(C)C2=O)cc1	-8	nt
COc1ccc(-n2c(Cc3cccn3C)nnc2SCC(=O)N2CCC(C)CC2)cc1	22	93
CCCOc1ccc(C(CC(=O)O)NS(=O)(=O)c2ccc(NC(C)=O)cc2)cc1 (stereo not given)	12	106
COc1ccc(NC(=O)C2CCN(c3cc(C)nc(-c4ccccc4)n3)CC2)cc1	1	65

# Six successive compounds already listed:
Compound	HePTP inhibitor	BAP1 block
Cc1sc2nc(SCC(=O)c3cc(C)n(CC4CCCO4)c3C)n(C(C)C)c(=O)c2c1C (stereo not given)	3	59
CC1=C(C(=O)OC2CCCC(C)C2)C(c2cccc(F)c2)NC(=O)N1 (stereo not given)	nt	80
CCOC(=O)c1ccccc1NC(=O)c1ccncc1	6	nt
COc1ccc(N2C(=O)CCC(C(=O)N3CCC(C(N)=O)CC3)C2c2ccc(F)cc2)cc1 (stereo not given)	3	nt
COc1ccc(C(=O)OCC(=O)c2ccc(Br)cc2)cc1OC	3	104
Cc1c(C(=O)NCc2cccnc2)sc2nc(-c3ccccc3)cn12	4	82

# The listing continues:
Compound	HePTP inhibitor	BAP1 block
CCOC(=O)c1c(NC(=O)COc2cc(C)ccc2C(C)(C)C)sc(C(C)=O)c1C	-1	nt
COc1ccc(NC(=O)C2=C(C)NC(=O)NC2c2ccc(OC)cc2)cc1 (stereo not given)	10	nt
CCCCC(O)(C(NC=O)C(=O)OC)C(F)(F)F (stereo not given)	1	90
CN(CCc1ccccn1)Cc1ccc(Cl)cc1Cl	4	93
CCCCN(C(=O)NC(=O)Nc1ccccc1)S(C)(=O)=O	nt	84
CC(C)C(C(=O)O)N1C(=O)/C(=C/c2ccc(C(=O)O)cc2)SC1=S (stereo not given)	-14	nt
c1ccc2oc(SCCCCCSc3nc4ccccc4o3)nc2c1	5	nt
Cc1ccc(C23CC4CC(CC(C(=O)Nc5ccc(C(=O)O)cc5)(C4)C2)C3)cc1	7	nt
CC(=O)Nc1cc(-c2nc3ccccc3s2)ccc1Cl	6	nt
O=C(NCCCn1ccnc1)c1ccc(C(=O)NCCCn2ccnc2)cc1	7	nt
COc1ccc(C2C(C(=O)OC3CCCCC3)=C(C)NC3=C2C(=O)CCC3)c(OC)c1 (stereo not given)	6	nt
Cc1c(Cl)cccc1N1CC(C(=O)Nc2nccs2)CC1=O (stereo not given)	6&-6	95
COCCCNC(CC(=O)Nc1ccccc1C(=O)OC)C(=O)O (stereo not given)	14	111
CC(c1ccccc1)n1cc(C(=O)NCCN2CCOCC2)nn1 (stereo not given)	9	90
COc1ccc(Cl)cc1C(=O)Nc1cc([N+](=O)[O-])ccc1Cl	14	nt
CC(C(=O)N1CCN(C)CC1)N1C(=O)c2ccccc2C1=O (stereo not given)	10&6	93
CC1=CC(c2ccccc2)n2nc(NS(=O)(=O)c3ccc(C)cc3)nc2N1 (stereo not given)	-5	69
CCOC(=O)N1CCC(NC(=O)C2CCN(S(=O)(=O)c3c(C)noc3C)CC2)CC1	8	79
C=CCN1C(=O)C(Cc2ccc(OC)cc2)SC1=Nc1ccc(C(=O)O)cc1 (stereo not given)	5	nt
O=C1C2C3c4ccccc4C(CO)(c4ccccc43)C2C(=O)N1c1ccc([N+](=O)[O-])cc1 (stereo not given)	nt	132
CCC(CC)C(=O)Nc1cccc(C(=O)N2CCOCC2)c1	-2	63
COC(=O)c1cc(=O)nc2scc(C)n12	10	111
